# High-throughput results as filed in PubChem.
# RAD52 anneal inh: RAD52 DNA annealing inhibitors, primary screen, biochemical, FRET, single point, set 2; DNA repair protein RAD52 homolog (Homo sapiens), P43351; AID 651710, 2012; recombinant RAD52 DNA annealing, FRET fluorescence; inhibition, % at 18.7 µM; 360,000 compounds, 0.46% hits;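 active means every replicate showing at least 50% inhibition; inconclusive means mean inhibition at least 50% but not in every replicate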
# E-selectin induc: E-selectin induction in HUVECs, primary screen, imaging, HUVEC, immunofluorescence imaging, single point; P16581; normalized: neutral wells 0, TNF-alpha wells 100; activation, % at 7.58 µM; 260,000 compounds, 0.37% hits;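 active means mean E-selectin-positive cell signal at least 10% of the positive control, reached in at least 60% of replicates, without over 20% cell loss; inconclusive means no rule given, readout overlaps actives, possibly toxicity-flagged; inactive means the rest, including those meeting only one limit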;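 further: in these data hits start at about 27%; measured in HUVEC primary endothelial cells; signal is the percent of cells scored E-selectin positive by PE staining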
#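 Read-out basis: % PE-positive cells; Test system: HUVEC primary endothelial cells; Technique: immunofluorescence imaging; Dosing: single-point compound dose.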
# RAD54 inh: inhibitors of human RAD54 branch migration, primary screen, biochemical, fluorescence, single point; DNA repair and recombination protein RAD54-like (Homo sapiens), Q92698; RAD54 Holliday junction branch migration, FAM/BHQ fluorescence; inhibition, % at 10.4 µM; 360,000 compounds, 0.14% hits; AID 602329, 2012;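 active means mean normalized replicate activity at least 40 and at least half of replicates scoring 40 or more; inconclusive means only one of the two criteria met; inactive means mean below 40 and under half of replicates reaching 40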;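 further: 0% = median of neutral control wells and 100% = median of positive control wells; inhibitors cause a drop in the FAM fluorescence signal; in these data hits start at about 50%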
# Target sequence (Q92698 whole entry, looked up): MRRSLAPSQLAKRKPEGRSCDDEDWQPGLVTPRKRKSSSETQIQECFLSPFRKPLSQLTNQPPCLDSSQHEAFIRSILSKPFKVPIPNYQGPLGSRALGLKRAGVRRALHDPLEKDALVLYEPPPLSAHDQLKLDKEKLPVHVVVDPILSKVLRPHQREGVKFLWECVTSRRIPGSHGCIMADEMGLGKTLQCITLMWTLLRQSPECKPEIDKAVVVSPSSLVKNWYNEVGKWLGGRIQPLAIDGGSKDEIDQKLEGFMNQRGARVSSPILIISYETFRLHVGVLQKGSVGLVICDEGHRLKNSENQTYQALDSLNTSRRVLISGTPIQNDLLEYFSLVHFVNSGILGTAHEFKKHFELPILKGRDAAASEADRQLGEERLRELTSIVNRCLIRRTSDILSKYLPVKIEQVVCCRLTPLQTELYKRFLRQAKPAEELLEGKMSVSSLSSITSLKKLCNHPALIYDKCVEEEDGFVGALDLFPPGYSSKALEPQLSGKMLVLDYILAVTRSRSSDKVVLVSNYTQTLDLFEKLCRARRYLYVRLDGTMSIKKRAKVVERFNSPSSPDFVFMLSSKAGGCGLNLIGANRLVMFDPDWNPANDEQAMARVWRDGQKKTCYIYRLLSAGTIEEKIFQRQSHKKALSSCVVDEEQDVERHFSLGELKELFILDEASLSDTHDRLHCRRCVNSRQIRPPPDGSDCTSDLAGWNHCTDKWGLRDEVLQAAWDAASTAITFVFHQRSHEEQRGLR
# XiGFP reactiv: activators of inactive X chromosome reactivation, primary screen, imaging, XiGFP fibroblasts, GFP high-content imaging, set 2; XiGFP mouse fibroblasts, % GFP-positive cells imaging, 3 d; cells co-treated with 5-aza-dC sensitizer; scaled so ellipticine positive control = 100%; activation, % at 7.58 µM; 360,000 compounds, 0.055% hits;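 active means mean normalized replicate activation at least 10% and every replicate at or above 10%; inconclusive means only one of the two criteria met; inactive means mean below 10% and not all replicates reach 10%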;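 further: 0% = median of on-plate neutral control wells and 100% = ellipticine 6 µM median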
#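 System: SV40-immortalized XiGFP fibroblast cells, line 68-5-11 / Incubation: 3-day compound exposure, then 15 min fixation at room temperature / Compound: single concentration per compound, delivered by pin transfer / Buffer or medium: DMEM plus 5-aza-dC sensitizer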
# DENV2 CPE: inhibitors of DENV2 cytopathic effect, primary screen, cell-based, plate reader, single concentration | AID 651640, 2012 | 350,000 compounds, 1.7% hits | DENV2-infected cells, cytopathic effect rescue | CPE inhibition, % at 9.99 µM; in the data active means CPE inhibition above about 20%, passing the limit was not always enough; inconclusive means no clear call, values can overlap the other calls; tested in BHK-21 cells;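 further: 0% = median of neutral control wells and 100% = median of positive control wells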
# F508del corr: F508del CFTR correction, initial screen, CFBE line, single point; CFBE cells, YFP halide quenching; stimulated with forskolin plus potentiator P3; % fluorescence drop versus neutral controls; activity (quench increase), % at 7.58 µM; 350,000 compounds, 0.36% hits; AID 720511, 2013;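 active means mean added fluorescence quench of at least 8% versus neutral control, with both replicates also reaching 8%; inconclusive means only one of the mean or replicate conditions met; inactive means mean below 8% and not both replicates reaching 8%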;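 further: cells transiently co-express mutant CFTR-F508del with the halide-sensitive YFP; corrector assay measuring rescue of mutant channel to the surface after 24 h compound exposure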
# CASP6 VEID inh: human caspase-6 inhibitors, primary screen, biochemical, VEID-R110 fluorescence, single point, set 2 | 350,000 compounds, 0.53% hits | inhibition, % at 12.5 µM | P55212 | purified caspase-6, Z-VEID-R110 cleavage fluorescence | AID 686996, 2013;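 active means mean inhibition across replicates at least about 35%, with every replicate also reaching that limit, limit read from the data; inconclusive means only one of the two criteria met; inactive means neither criterion met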;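 further: 0% = median of neutral control wells and 100% = no fluorescence left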
# Target sequence (P55212 24-179 limits assumed): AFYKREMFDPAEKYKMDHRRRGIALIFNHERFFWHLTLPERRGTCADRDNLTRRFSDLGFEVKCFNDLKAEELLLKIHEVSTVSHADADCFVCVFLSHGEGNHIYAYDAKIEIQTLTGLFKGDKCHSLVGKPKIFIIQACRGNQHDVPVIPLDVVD
# Target sequence (P55212 194-293 limits assumed): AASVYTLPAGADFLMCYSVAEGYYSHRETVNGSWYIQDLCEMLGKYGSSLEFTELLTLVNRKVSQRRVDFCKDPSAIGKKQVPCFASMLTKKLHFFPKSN
# GSIS activator: GLuc luminescence reporter in INS-1E cells, primary screen for activators of glucose-dependent secretion of insulin; INS-1E GLuc reporter insulin secretion, 2-3 h; activation, % at 16.6 µM; AID 743287, 2014; 370,000 compounds, 0.61% hits;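 active means lowest replicate activation of at least 40%, so every replicate reaches that level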;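 further: 0% = median of neutral control wells and 100% = median of IBMX positive control wells; some compounds called inactive have numbers as strong as hits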
# The depositor's hits bear a star; u = inconclusive; x = not tested or not shown; & = joins results of further samples; ! = not confirmed by another sample.
item	structure	RAD52 anneal inh	E-selectin induc	RAD54 inh	XiGFP reactiv	DENV2 CPE	F508del corr	CASP6 VEID inh	GSIS activator
1	Cc1cccc(/C=C2\Sc3ccc(C(=O)NCC4CCCO4)cc3N(C)C2=O)c1 (stereo not given)	-11	x	-6	0.0	-3	0.3	5	-10
2	Cc1ccccc1NC(=O)C1CCCN(c2ncnc3onc(-c4ccc(F)cc4)c23)C1 (stereo not given)	-15	x	2	0.0	2	-0.9	12	-20
3	CCCC(=O)N1CC2(CN(Cc3nccs3)C2)c2c([nH]c3cc(OC)ccc23)[C@H]1CO	-10	-0.1	x	0.0	1	-0.6	0	10
4	C[C@H](CO)N1C[C@H](C)[C@@H](CN(C)C(=O)Nc2ccc3c(c2)OCO3)Oc2ccc(NC(=O)Cn3cnnn3)cc2C1=O	-1&-9	-0.1&0.1	5&5	0.1&0.1	-8&17	0.6&2.8	-3&-2	9
5	O=C(O)c1ccc(-c2nc(-c3ccccc3)c(-c3ccccc3)[nH]2)cc1	-14	-0.2	x	0.0	7	-2.3	1	-11
6	Cc1nc(N/N=C/c2ccccn2)sc1C	-31	8.2	x	-0.1	1	x	-4	3
7	O=C(C[C@@H]1CC[C@@H](NS(=O)(=O)c2cccc(F)c2)[C@@H](CO)O1)NCc1ccc2c(c1)OCO2	15	0.0	-1	0.1	19	0.2	0	6
8	O=C(Nc1ccc(C(=O)N2CCOCC2)cc1)c1ccccc1Cl	-3	-0.3	2	0.3	-5	-1.0	-2	x
9	Cc1c(C)c2c(OCC(=O)NCCCO)cc3c(c2oc1=O)CCC(C)(C)O3	-18	-0.2	12	0.0	11	3.8	1	21
10	C/C(=N\NC(=O)c1nnn(-c2nonc2N)c1COc1ccc(F)cc1)c1ccc(Cl)cc1	-5	x	x	0.2	0	-0.5	0	10
11	N#C[C@@H]1[C@H](c2ccc(C3=CCCC3)cc2)[C@@H](CO)N1C(=O)Cc1ccncc1	-43	1.5	-6	0.3	14	-1.0	2	-4
12	Cc1noc(C)c1NC(=O)Nc1ccc2c(c1)C(=O)N([C@@H](C)CO)C[C@H](C)[C@H](CN(C)Cc1ccc3c(c1)OCO3)OCCCC[C@@H](C)O2	x	0.2	3	0.2	-3	0.6	x	20
13	COC(=O)c1ccccc1NC(=S)NC(C)=O	1	x	x	0.0	x	-2.8	-4	9
14	O=C(C[C@H]1C=C[C@@H](NC(=O)c2cccnc2)[C@H](CO)O1)NCc1ccncn1	4	0.0	x	0.7	-10	-1.2	2	15
15	CCc1nc2c(OCc3ccc(F)c(F)c3)cccn2c1N(C)C(=O)c1ccncc1	-9	0.4	3	-0.1	5	-3.1	x	x
16	C[C@H]1CN([C@@H](C)CO)C(=O)c2cc(NC(=O)Cc3cn(C)c4ccccc34)ccc2O[C@@H]1CN(C)C(=O)Nc1ccc(C(F)(F)F)cc1	-8	0.1	-6	-0.5	-7	3.8	-3	-5
17	O=C(c1ccc(F)cc1)N1CC(=O)N2[C@H](CO)[C@@H](c3ccc(C#CCC4CCCC4)cc3)[C@H]2C1	7	0.5	x	0.0	-1	0.2	1	-10
18	O=C(Cc1ccncc1)Nc1ccc2c(c1)[C@H]1C[C@@H](CC(=O)N3CCc4ccccc4C3)O[C@H](CO)[C@H]1O2	-6	0.5	7	0.0	16	-2.0	0	-20
19	CCCN1C[C@@H](C)[C@@H](OC)CN(C)C(=O)c2cc(NC(=O)NC3CCCC3)ccc2OC[C@H]1C	-3	0.1	x	0.1	-14	1.2	-5	6
20	COc1ccccc1Cc1c(-c2ccc(C)cc2)nc2ccc(C)cn12	-105	0.0	x	-0.1	6	-2.2	2	1
21	C=CCN1C(=O)c2cccc3c(N4CCCCC4)ccc(c23)C1=O	-200	x	x	0.2	-4	2.6	-2	-13
22	O=C(Nc1ccc(F)cc1)N1CCC(c2nc3c(nnn3Cc3ccccc3Cl)c(=O)[nH]2)CC1	-5	x	x	0.2	0	2.5	5	-13
23	Cc1ccc(S(=O)(=O)N2CC(O)C[C@H]2C(=O)OCC(=O)Nc2ccc(N3CCCCC3)cc2)cc1C (stereo not given in full)	-7	x	12	-0.1	-6	1.2	-1	-6
24	CC(=O)Nc1ccc(C(=O)COC(=O)c2c(C)noc2C)c(F)c1	-7	x	-1	0.0	11	-2.3	-3	19
25	c1ccc(N2CC[N+]3(CCCC3)CC2)nc1	-9	x	-15	x	-1	-1.6	-28	16
26	CCCCNc1c(-c2ccc(OC)c(SC(C)CC)c2)nc2ccc(Cl)cn12 (stereo not given)	-3	-0.1	-5	-0.1	8	2.3	-6	-2
27	N#Cc1cnn2ccc(-c3ccc4c(c3)CCC4)nc12	-20	-1.2	4	0.4	4	3.1	-5	2
28	COc1cccc(NC(=O)N2CC(=O)N3[C@@H](CO)[C@@H](c4ccc(Br)cc4)[C@@H]3C2)c1	-12	0.1	x	0.1	-4	0.2	2	-7
29	CC(C)(CO)NC(=O)C(Cc1ccccc1)N1C(=O)c2ccccc2C1=O (stereo not given)	-9	x	3	0.0	4	-1.4	-3	15
30	CO[C@@H]1CN(C)C(=O)c2cc(NC(=O)c3nc4ccccc4s3)ccc2OC[C@@H](C)N(Cc2cccnc2)C[C@@H]1C	26	0.0	-11	0.0	1	-1.8	-2	-58

# Taken from above:
# compound 24 | RAD54 inh: -1
# compound 21 | GSIS activator: -13
# compound 19 | F508del corr: 1.2
# compound 26 | DENV2 CPE: 8

# Next compounds:
item	structure	RAD52 anneal inh	E-selectin induc	RAD54 inh	XiGFP reactiv	DENV2 CPE	F508del corr	CASP6 VEID inh	GSIS activator
31	Cc1ccc(NC(=O)CCCNC(=O)c2ccc(Cl)cc2)c(Br)c1	-22	x	-5	0.3	-1	-4.8	-4	-3
32	CCCOc1ccc(F)cc1-c1cc(C(=O)Nc2ccc(OC)cc2C)[nH]n1	-14	-0.1	5	0.0	-1	-2.5	-3	x
33	CCN(CC)S(=O)(=O)c1ccc(N(C)CCc2ccc(OC)c(OC)c2)nc1	-18	-0.5	9	-0.1	-4	-6.5	-1	23
34	Cn1nnnc1SCC(=O)N1CCN(S(=O)(=O)c2ccc(Cl)cc2)CC1	-6	x	x	0.0	0	x	-1	5
35	O=C(Nc1ccccn1)c1cc(-c2cccc(Cl)c2)nc2ccccc12	-14	-2.1	x	0.0	-2	0.6	1	8
36	COc1ccc(Oc2ccc(-c3ccn[nH]3)cc2)cc1	-11	-0.4	1	0.0	-8	0.0	-5	-5
37	CCCCn1c(N)c(N(CC(C)C)C(=O)c2ccc(Cl)c(S(=O)(=O)N3CCCC3)c2)c(=O)[nH]c1=O	-7	-1.7	x	-0.1	0	-1.1	-9	6
38	C[C@@H]1CN([C@H](C)CO)C(=O)c2cccc(NC(=O)Nc3ccccc3)c2O[C@@H]1CN(C)C(=O)NC1CCCCC1	16	0.2	2	0.3	-11	-1.2	1	-3
39	Cc1ccc(S(=O)(=O)NCCC(=O)OCC(=O)N2CCCC2=O)cc1C	-16	x	-5	0.0	-8	2.4	1	-13
40	CN1C(=O)[C@@]2(O[C@H]3C=CC=CN3C3=C2C(=O)CCC3)c2cccc(Br)c21	4	0.3	x	-0.1	-13	1.8	-8	x
41	O=C(C1CCN(S(=O)(=O)c2cccs2)CC1)N1CCCC(C(F)(F)F)C1 (stereo not given)	-16	0.0	-7	0.0	-6	-0.3	3	x
42	Cc1ccnc(NS(=O)(=O)c2ccc(NC(=O)/C=C/c3cccs3)cc2)n1	-16	x	x	0.1	-10	0.1	11	4
43	Cc1cc(C(=O)Nc2ccccc2)oc(=O)c1	-2	x	x	0.1	0	0.2	-3	3
44	COc1cccc(CC(NC(C)=O)C(=O)NC2CCN(C(=O)C3CCCCC3)CC2)c1OC (stereo not given)	-15	x	2	0.1	13	-1.4	-3	4
45	CN(CCOc1ccccc1)C(=O)c1cc(S(=O)(=O)N2CCOCC2)c(Cl)cc1Cl	-6	-0.1	-15	0.0	-3	0.3	2	-27

# Of the compounds above, three have two or more sulfur atoms.
item	structure	RAD52 anneal inh	E-selectin induc	RAD54 inh	XiGFP reactiv	DENV2 CPE	F508del corr	CASP6 VEID inh	GSIS activator
34	Cn1nnnc1SCC(=O)N1CCN(S(=O)(=O)c2ccc(Cl)cc2)CC1	-6	x	x	0.0	0	x	-1	5
41	O=C(C1CCN(S(=O)(=O)c2cccs2)CC1)N1CCCC(C(F)(F)F)C1 (stereo not given)	-16	0.0	-7	0.0	-6	-0.3	3	x
42	Cc1ccnc(NS(=O)(=O)c2ccc(NC(=O)/C=C/c3cccs3)cc2)n1	-16	x	x	0.1	-10	0.1	11	4

# (listing goes on)
item	structure	RAD52 anneal inh	E-selectin induc	RAD54 inh	XiGFP reactiv	DENV2 CPE	F508del corr	CASP6 VEID inh	GSIS activator
46	CCN1CCN(C(=O)CS(=O)Cc2nc(-c3cccc(C)c3)oc2C)CC1 (stereo not given)	-10	-0.1	x	0.1	3	-2.4	3	14
47	COc1ccccc1CNC(=O)C[C@@H]1CC[C@@H]2[C@H](COC[C@H](O)CN2Cc2cccc(-c3ccncc3)c2)O1	6	-0.1	3	0.2	12	0.5	-1	-6
48	C/C(CC(=O)Nc1ccc2c(c1)OCO2)=N\NC(=O)c1ccccc1N	2	3.4	2	0.0	-3	-4.1	2	8
49	Cc1ccccc1CC1SC(N=C(N)N)=NC1=O (stereo not given)	-6	x	1	0.0	-2	-0.8	0	-2
50	O=C(c1ccccc1F)N1CCN(c2ccc([N+](=O)[O-])cc2-n2cccc2)CC1	-4	x	x	0.0	5	-1.7	-1	6
51	O=C1c2ccccc2C(c2nc3ccccc3[nH]2)N1Cc1ccco1 (stereo not given)	-18	-1.4	2	0.0	0	-1.8	0	-10
52	O=C1CN(C(=O)c2cc(F)cc(F)c2)c2ccccc2N1	-5	x	0	0.1	2	-0.8	2	14
53	C/C=C/c1ccc(C2[C@H]3CNC[C@@H]2N3Cc2nccs2)cc1 (stereo not given in full)	-6&-9	0.0&-0.1	x	0.1&0.0	39*!	1.7&1.4	-1&0	3&4
54	Cc1ccc(N/C(=C\C(=O)c2ccccc2)C(=O)O)cc1	-13	0.5	x	0.0	u	-3.3	3	-6

# 3 compounds from above, sorted by molecular weight, rising:
item	structure	RAD52 anneal inh	E-selectin induc	RAD54 inh	XiGFP reactiv	DENV2 CPE	F508del corr	CASP6 VEID inh	GSIS activator
53	C/C=C/c1ccc(C2[C@H]3CNC[C@@H]2N3Cc2nccs2)cc1 (stereo not given in full)	-6&-9	0.0&-0.1	x	0.1&0.0	39*!	1.7&1.4	-1&0	3&4
17	O=C(c1ccc(F)cc1)N1CC(=O)N2[C@H](CO)[C@@H](c3ccc(C#CCC4CCCC4)cc3)[C@H]2C1	7	0.5	x	0.0	-1	0.2	1	-10
18	O=C(Cc1ccncc1)Nc1ccc2c(c1)[C@H]1C[C@@H](CC(=O)N3CCc4ccccc4C3)O[C@H](CO)[C@H]1O2	-6	0.5	7	0.0	16	-2.0	0	-20
